# Bioassay records (PubChem BioAssay)
# Bfl-1 inhibitors: displacement of Bid BH3 peptide from Bfl-1 – biochemical, fluorescence polarization, FITC-Bid, mouse, primary screen (AID 432). FITC-Bid BH3 peptide fluorescence polarization displacement; higher % means a stronger effect. displacement, % at 20 µM, or IC50 in µM where a hit was titrated. 64,000 tested, 0.02% active; in the data active means a potency from the dose series; inactive means the rest, 99 in 100 with displacement below about 15%; further: strong numbers were not always called active
# DPM-DC inhibit: inhibitors of Streptococcus pneumoniae diphosphomevalonate decarboxylase; purified DPM-DC, PK/LDH coupled NADH fluorescence; calls only at 10 µM; 65,000 tested, 0.49% active;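 active means the 320 compounds with the highest percent inhibition in the single-dose primary screen, excluding strongly autofluorescent ones, cut at about 32% in these data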;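 further: kinetic rate of NADH fluorescence loss reporting ADP formed by the decarboxylase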
# MK inhibit: blocks S. pneumoniae mevalonate kinase | purified MK, PK/LDH-coupled NADH absorbance 340 nm | inhibition, % at 10 µM | 65,000 tested, 0.48% active | AID 555;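 active means ranked among the strongest by inhibition in the single 10 µM screen, a fixed top-ranked set picked for dose follow-up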; further: no value below 0 was filed
# HPDE-C7 viability: cytotoxicity in HPDE-C7 cells, cell-based, fluorescence, HTS (AID 430); cytotoxicity, % at 10 µM; hits with a dose series show EC50 in µM; 63,000 tested, 1.8% active; HPDE-C7 pancreatic duct cells viability, fluorescence; higher % means a stronger effect;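 further: cells exposed to compound for 48 hours before viability readout; 0% = vehicle and 100% = reference cytotoxic drug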
# TNAP inhibition: inhibition of tissue-nonspecific alkaline phosphatase – biochemical, luminescent (AID 518); purified TNAP enzyme, luminescent substrate readout; higher % means a stronger effect; inhibition, % at 20 µM, or IC50 in µM where a hit was titrated; 64,000 tested, 0.09% active; in the data active means a potency from the dose series; inactive means the rest, 99 in 100 with inhibition below about 22%;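 further: plate controls were vehicle for no effect and reference inhibitor for full effect; many of its hits are not listed in these tables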
# PMK inhibit: S. pneumoniae PMK inhibition | AID 539 | purified PMK, PK/LDH-coupled NADH absorbance 340 nm | inhibition, % at 10 µM | 65,000 tested, 0.49% active;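 active means top-ranked compounds by inhibition in the single 10 µM screen, taking a fixed number of the strongest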;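 further: 0% = full reaction with DMSO carrier and 100% = background rate without enzyme reaction; no value below 0 was filed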
# KRASV12 cytotoxicity: cytotoxicity in KRAS-transformed pancreatic duct cells, primary screen, cell-based, fluorescence, HTS (AID 431); HPDE-C7K KRASV12 cells, Alamar Blue viability, 48 h; higher % means a stronger effect; cytotoxicity, % at 10 µM, or EC50 in µM where a hit was titrated; 63,000 tested, 1.7% active;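 active means compounds whose percent cytotoxicity in the single-dose primary screen, scaled between solvent and toxic-drug controls, exceeds 50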;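 further: 0% = DMSO solvent wells and 100% = doxorubicin-treated wells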
# LYP inhibition: inhibition of human PTPN22 tyrosine phosphatase – biochemical, DiFMUP fluorescence, recombinant catalytic domain, 10 µM, primary screen (AID 606) | recombinant LYP catalytic domain, DiFMUP fluorescence; higher % means a stronger effect | one-dose inhibition, % at 10 µM; IC50 in µM for titrated hits | 52,000 tested, under 10 active;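 active means IC50 under 40 µM in the dose-response test; inactive means IC50 of 40 µM or more, or never dose-tested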
# HT1080 cytotoxicity: cytotoxicity in HT1080 fibrosarcoma cells, cell-based, fluorescence readout (AID 620); HT1080 viability, fluorescence; higher % means a stronger effect; cytotoxicity, % at 10 µM, or EC50 in µM where a hit was titrated; 87,000 tested, 0.42% active;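 further: cells exposed to compound overnight then 4 h with Alamar Blue; 0% = vehicle DMSO and 100% = killing control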
# PMK inhibit pilot replicates: also measured in PMK inhibit; calls as there; inhibition, %; measured here: pilot screen replicates
# MK inhibit pilot replicates: second read-out of MK inhibit, no call of its own (marks repeat the call); inhibition, %; measured here: pilot screen replicates
# DPM-DC inhibit pilot screen %: second read-out of DPM-DC inhibit, no call of its own (marks repeat the call); inhibition, %; measured here: pilot screen trials
# Numbers without * were called inactive; i = inactive; . = not tested or not shown. Unless noted, no stated cut-off is given here; in the data, active means cytotoxicity above about 50%; inactive means the rest.
SMILES,Bfl-1 inhibitors,DPM-DC inhibit,MK inhibit,HPDE-C7 viability,TNAP inhibition,PMK inhibit,KRASV12 cytotoxicity,LYP inhibition,HT1080 cytotoxicity,others
COCCNC(=O)c1ccc(CS(=O)(=O)c2ccccc2)o1,-4%,i,10,-10%,6%,7,-5%,12%,7%,
Cc1ccc(Cl)cc1NC(=O)CSc1nnc(C)n1-c1ccccc1,-3%,i,9,16%,15%,10,17%,7%,8%,PMK inhibit pilot replicates=6.5;MK inhibit pilot replicates=1.0;DPM-DC inhibit pilot screen %=0.0
CCC(=O)Nc1nc2ccccc2n1Cc1ccccc1,-7%,i,3,-1%,10%,0,-11%,11%,2%,
O=C(O)C1C2CCC(C2)C1C(=O)NCc1ccccn1 (stereo not given),2%,i,5,-4%,7%,8,-8%,8%,38%,
O=c1[nH]cnc2scc(-c3ccsc3)c12,1%,i,12,-18%,20%,0,-2%,.,-2%,
Nc1ccc(NC(=O)c2cccs2)c(Cl)c1,-9%,i,9,-20%,6%,8,-20%,.,10%,
O=C(CCCc1cccs1)N1CCN(S(=O)(=O)c2ccccc2Br)CC1,-7%,i,4,-6%,-2%,11,-13%,-6%,-5%,
CCCCNC(=O)COC(=O)c1cc2c(C)nn(-c3ccccc3)c2s1,-2%,i,8,-11%,9%,17,-6%,-1%,-4%,
Cc1ccc(OCC2Cn3c(nc4c3c(=O)n(C)c(=O)n4C)O2)cc1 (stereo not given),1%,i,13,9%,17%,13,4%,6%,-1%,PMK inhibit pilot replicates=3.5;MK inhibit pilot replicates=0.0;DPM-DC inhibit pilot screen %=2.5
Cc1occc1-c1nnc(SCC(=O)c2c(N)n(Cc3ccccc3)c(=O)n(C)c2=O)n1C,-1%,i,2,-5%,8%,12,-10%,4%,9%,
Cc1cccn2c(=O)c3cc(C(=O)N4CCCc5ccccc54)n(C)c3nc12,2%,i,2,0%,8%,12,11%,3%,7%,PMK inhibit pilot replicates=0.0;MK inhibit pilot replicates=0.0;DPM-DC inhibit pilot screen %=2.0
CCc1nc(SCC(=O)N2CCCc3ccccc32)c2c(=O)n(C)c(=O)n(C)c2n1,7%,i,5,-9%,7%,0,1%,5%,0%,
Cc1nnc(Sc2nc3ccccc3o2)c2ccccc12,2%,i,15,20%,10%,10,32%,18%,2%,
CCCCNc1ncnc2c1cnn2-c1ccc(C)cc1C,2%,i,3,2%,8%,9,5%,3%,2%,
CC(C)c1ccc(NC(=O)C2C3C=CC4(CN(CCCN5CCOCC5)C(=O)C24)O3)cc1 (stereo not given),-14%,i,0,-17%,0%,10,-19%,.,.,
COC(=O)Cc1nc2ccccc2[nH]1,5%,i,0,9%,10%,13,7%,16%,-5%,
Cc1ccc(C)c(N2CCN(C(=O)CCCOc3cc(=O)n(C)c4ccccc34)CC2)c1,2%,i,2,23%,4%,16,20%,-11%,2%,
O=C(O)C1CCCCC1C(=O)NCCc1ccc(Cl)cc1 (stereo not given),-3%,i,13,1%,8%,14,-5%,5%,0%,
Fc1ccccc1Cn1nnc2c(NCc3ccccn3)ncnc21,-5%,i,3,-2%,10%,5,-5%,.,-20%,
Cc1ccc(-c2nnc(SC(C)C#N)n2N)cc1 (stereo not given),-3%,i,0,3%,9%,22,-4%,.,-6%,PMK inhibit pilot replicates=1.5;MK inhibit pilot replicates=3.0;DPM-DC inhibit pilot screen %=3.5
O=c1[nH]ncn2cccc12,-8%,i,10,-7%,4%,15,-6%,-5%,2%,
CCOC(=O)CN(C(=O)CNC(=O)c1ccco1)C(C(=O)NC1CCCCC1)c1cccc(OC)c1 (stereo not given),6%,i,8,6%,14%,8,0%,6%,-7%,
N#CC1=C(SCC(=O)c2ccc(Cl)cc2)NC2=C(C(=O)CCC2)C1c1ccco1 (stereo not given),-3%,i,9,7.6µM*,20%,6,7.7µM*,-16%,35%,
Cn1cc(C(=O)NC2CCCCC2)c(=O)c2cc(S(=O)(=O)N3CCCC3)ccc21,3%,i,3,6%,0%,5,-2%,.,4%,
CCCCN(CCCC)C(=O)CCS(=O)(=O)c1ccc2c(c1)n(C)c(=O)c(=O)n2C,-20%,i,0,-17%,9%,8,-17%,0%,-5%,
O=C(C1CC1)N1CCN=C1SCc1cccc(C(F)(F)F)c1,3%,i,5,0%,3%,5,4%,13%,-6%,
Cc1nc(-c2cn[nH]c2)c2cc(C)oc2n1,-8%,i,9,1%,-8%,12,-1%,2%,22%,
CC1CC(C)(C)CC2(C1)NC(=O)N(CC(=O)NCC(c1ccco1)N1CCCCC1)C2=O (stereo not given),-1%,i,4,-2%,8%,14,9%,12%,-6%,
CCc1ccc(N2CSC3=C(C#N)C(c4cccs4)CC(=O)N3C2)cc1 (stereo not given),-6%,i,9,-4%,-1%,10,1%,10%,2%,
COC(=O)CSc1nc2ncc(Cl)cc2[nH]1,2%,i,9,-29%,17%,9,0%,6%,-2%,PMK inhibit pilot replicates=6.0;MK inhibit pilot replicates=0.0;DPM-DC inhibit pilot screen %=1.0
COc1ccccc1CNC(=O)CN1CCN(Cc2ccc(Cl)cc2)C1=O,3%,i,0,-6%,3%,16,0%,3%,-5%,
CS(=O)(=O)N1CCN(C(=O)c2ccccc2F)CC1,0%,i,6,-14%,10%,7,-17%,4%,5%,
COC(=O)/C=c1/s/c(=C(\C#N)C(=O)NCc2ccco2)n(-c2ccc(C)cc2)c1=O,-15%,i,5,-22%,8%,8,-14%,.,15%,
O=C(CSc1nc2ccccc2[nH]1)Nc1ccc2c(c1)OCCO2,3%,i,0,11%,5%,3,19%,1%,-4%,
CCc1nnc(NC(=O)CSc2nc3cccnc3n2C2CCCCC2)s1,2%,i,2,21%,13%,15,26%,.,-1%,
C=CCOc1ccccc1C1C2=C(CC(C)(C)CC2=O)Nc2c1c(=O)n(C)c(=O)n2C (stereo not given),0%,.,6,-22%,4%,9,-24%,8%,6%,
CC1CCN(S(=O)(=O)N2CCC(C(=O)NCc3cccs3)CC2)CC1,-6%,i,1,-3%,5%,21,-3%,4%,4%,
CCC(CO)NCc1ccc2c(c1)n(C)c(=O)n2C (stereo not given),-1%,i,13,3%,4%,10,-17%,-16%,0%,
COc1ccc(-c2cc(C(F)(F)F)n3nc(C(=O)N4CCOCC4)nc3n2)cc1,3%,i,8,8%,10%,6,7%,0%,3%,PMK inhibit pilot replicates=0.0;MK inhibit pilot replicates=0.0;DPM-DC inhibit pilot screen %=15
CCn1c(SCC(=O)Nc2cc3oc4ccccc4c3cc2OC)nnc1-c1cccs1,-1%,i,5,-21%,16%,3,-7%,0%,-4%,
O=C1OCCC1Sc1nc(-c2ccccc2)cs1 (stereo not given),-3%,i,18,-7%,12%,0,1%,6%,1%,
CCN(C(=O)COC(=O)c1cc(C)n(-c2ccc(F)cc2)c1C)C1CCS(=O)(=O)C1 (stereo not given),-5%,i,3,-14%,7%,8,-18%,6%,-10%,PMK inhibit pilot replicates=3.5;MK inhibit pilot replicates=7.5;DPM-DC inhibit pilot screen %=5.5
O=S(=O)(c1ccc(S(=O)(=O)N(Cc2ccc(F)cc2)C2CCCC2)cc1)N1CCCC1,-2%,i,3,1%,11%,8,2%,-14%,-11%,
Cc1nc2sc(C(c3ccc(Cl)cc3)N3CCOCC3)c(O)n2n1 (stereo not given),6%,i,7,-9%,12%,17,2%,15%,8%,
CCOC(=O)C1Cc2c([nH]c3ccccc23)CN1 (stereo not given),-9%,i,10,-5%,6%,0,-10%,.,3%,

# 4 entries drawn at random from those above, as already listed:
SMILES,Bfl-1 inhibitors,DPM-DC inhibit,MK inhibit,HPDE-C7 viability,TNAP inhibition,PMK inhibit,KRASV12 cytotoxicity,LYP inhibition,HT1080 cytotoxicity,others
C=CCOc1ccccc1C1C2=C(CC(C)(C)CC2=O)Nc2c1c(=O)n(C)c(=O)n2C (stereo not given),0%,.,6,-22%,4%,9,-24%,8%,6%,
CCC(CO)NCc1ccc2c(c1)n(C)c(=O)n2C (stereo not given),-1%,i,13,3%,4%,10,-17%,-16%,0%,
O=C(CSc1nc2ccccc2[nH]1)Nc1ccc2c(c1)OCCO2,3%,i,0,11%,5%,3,19%,1%,-4%,
O=S(=O)(c1ccc(S(=O)(=O)N(Cc2ccc(F)cc2)C2CCCC2)cc1)N1CCCC1,-2%,i,3,1%,11%,8,2%,-14%,-11%,

# (further entries)
SMILES,Bfl-1 inhibitors,DPM-DC inhibit,MK inhibit,HPDE-C7 viability,TNAP inhibition,PMK inhibit,KRASV12 cytotoxicity,LYP inhibition,HT1080 cytotoxicity,others
O=c1c(-c2nc3ccccc3o2)c2oc3ccccc3n2c2ccccc12,-1%,.,0,22%,8%,7,34%,11%,6%,
CCN(CC)CCCN1C(=O)C(O)=C(C(=O)c2ccc(C)o2)C1c1cccs1 (stereo not given),-4%,i,1,6%,-5%,1,-10%,3%,0%,
O=C(CSc1ccccn1)c1ccc2c(c1)OCO2,-2%,i,7,2%,9%,9,6%,.,7%,
C=CCNC(=O)c1sc(=S)n(-c2ccc(C(=O)OCC)cc2)c1N,2%,i,6,2%,2%,4,0%,-1%,1%,
COCC(C)n1c(C)cc(C(=O)COC(=O)c2c(C)nn(-c3ccccc3)c2C)c1C (stereo not given),-2%,i,0,-4%,2%,22,-9%,9%,1%,
COC(=O)Cn1nc(-c2ccccc2)c2ccccc2c1=O,4%,i,0,-8%,5%,20,-1%,.,6%,
CCOC(=O)C1CCN(Cc2ccccc2C(F)(F)F)CC1,-5%,i,5,-2%,6%,0,-13%,10%,-10%,
Cc1cc2occ(CC(=O)O)c2cc1C,-8%,i,10,-18%,9%,0,-4%,5%,-1%,
Cc1nc(NC(CC(C)C)C(=O)O)c2nc(C)oc2n1 (stereo not given),-3%,i,9,6%,10%,5,-8%,14%,1%,
CC(=O)c1c(C)c[nH]c1C,-8%,i,0,6%,10%,9,0%,3%,12%,
O=C(O)c1ccc(COc2ccccc2Cl)cc1,-7%,i,11,-32%,8%,11,-4%,.,12%,
CNc1oc(-c2ccco2)nc1C#N,7%,.,15,10%,-5%,16,6%,.,12%,
O=C1CC(c2cc3c(cc2Br)OCO3)C2=C(CCCC2=O)N1 (stereo not given),-3%,i,2,-6%,7%,19,2%,.,0%,
COc1ccc(/C(O)=C2/C(=O)C(=O)N(CCN(C)C)C2c2ccc(F)cc2)cc1Cl (stereo not given),-12%,i,8,-11%,2%,9,-6%,17%,12%,
CCNC(=O)CN(C1CCCCC1)S(=O)(=O)c1ccc(F)cc1,-2%,i,5,-17%,12%,0,-3%,9%,3%,
CC1(C)C(=O)OC(C(=O)c2ccccc2)C(C)(C)C1=O (stereo not given),-5%,i,10,3%,0%,2,-2%,9%,0%,
CSc1nc(N)nc(SCC(=O)c2ccc(C)cc2)c1C#N,0%,i,0,4%,10%,6,-1%,2%,26%,
Cc1cc(N/C=C/C(=O)c2cccc3ccccc23)no1,-3%,i,15,5%,21%,14,10%,.,1%,
Cc1cc(C)nc(SCCC(=O)N(C)C)n1,-7%,i,8,-6%,7%,15,13%,14%,5%,

# Not a hit list. About 3.5% of those tested had a hit in this group.
